Source: PubChem
NS3h inh CB – HCV NS3 helicase inhibitors, primary screen, biochemical, fluorescence polarization, ChemBridge library | NS3h Cy5-dT15 DNA binding | hit rate 1.6% among 16,000 | inhibition, % at 100 µM | Hepatitis C virus NS3 helicase;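 active = inhibition above the average over every tested compound plus 3 SD, cut at about 40% in these data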
Cy5 interf NS3h – Cy5 fluorescence quenchers or enhancers, artefact control for HCV NS3 helicase inhibitor project, biochemical, ChemBridge library, Cy5 readout; Cy5-dT15 DNA with NS3h, fluorescence interference; actives lie on both sides; signal over control mean, under 1 quenches; fluorescence interference ratio at 100 µM; hit rate 6% among 16,000; AID 720488, 2013;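 active = compound fluorescence over control fluorescence at most 0.8, a quencher, or at least a set upper limit, an enhancer; inactive = ratio between 0.8 and the set upper limit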
Starred values were filed as active, the others as inactive.

SMILES	NS3h inh CB	Cy5 interf NS3h
COc1ccccc1-c1c(C(F)(F)F)oc2cc(O)ccc2c1=O	4	0.99
Cc1cc(C)c(C(CC(=NNC(N)=O)c2cccs2)C(C#N)C#N)c(C)c1 (stereo not drawn)	11	1
Cc1nn(-c2ccccc2)c(C)c1-c1cccc([N+](=O)[O-])c1	3	0.89
COC(=O)C(=Cc1cc(Br)c(OCc2ccc([N+](=O)[O-])cc2)c(OC)c1)C(=O)OC	6	0.75*
O=C(CCC(NC(=O)OCc1ccccc1)C(=O)OCc1ccccc1)NCC(=O)OCc1ccccc1 (stereo not drawn)	7	0.99
O=C(CCN1C(=O)/C(=C/c2ccc(F)cc2)SC1=S)Nc1ccc(F)c(Cl)c1	2	1.1
COc1ccc(Cn2c(O)c(C=C3C=CC=N3)c(=O)[nH]c2=O)cc1	-18	0.93
Cc1ccc(OCCSc2nc3ccccc3[nH]2)cc1	-4	0.97
CC(=O)COc1ccc2c(c1)oc(=O)c1ccccc12	8	1.1
Cc1cc(Nc2cc(Cl)cc(Cl)c2)n2ncnc2n1	-1	0.91
Cc1ccccc1NC(=O)c1c(NC(=O)c2ccc([N+](=O)[O-])cc2)sc2c1CCC2	4	0.95
CNC(=O)c1ccc(CN2CCc3ccccc3C2)cc1	8	1
COc1ccc(CCN2C(=O)CC(Cc3cccc(C)c3)C2=O)cc1OC (stereo not drawn)	8	1
O=C(O)/C=C/C(=O)Nc1ccc(S(=O)(=O)N2CCCCCC2)cc1	10	0.78*
CCCCCCCCn1c(C)cc(=O)[nH]c1=O	9	0.93

Sorted by the number under Cy5 interf NS3h (ascending): 3 of the compounds above.
| mol | NS3h inh CB | Cy5 interf NS3h |
| --- | --- | --- |
| Cc1nn(-c2ccccc2)c(C)c1-c1cccc([N+](=O)[O-])c1 | 3 | 0.89 |
| Cc1ccc(OCCSc2nc3ccccc3[nH]2)cc1 | -4 | 0.97 |
| CNC(=O)c1ccc(CN2CCc3ccccc3C2)cc1 | 8 | 1 |

Looked up above:
For NS3h inh CB, Cc1nn(-c2ccccc2)c(C)c1-c1cccc([N+](=O)[O-])c1 shows 3
For NS3h inh CB, Cc1cc(Nc2cc(Cl)cc(Cl)c2)n2ncnc2n1 shows -1
For Cy5 interf NS3h, COc1ccc(Cn2c(O)c(C=C3C=CC=N3)c(=O)[nH]c2=O)cc1 shows 0.93

The list continues.
SMILES	NS3h inh CB	Cy5 interf NS3h
O=C1c2cccc3cc([N+](=O)[O-])cc(c23)C(=O)N1Nc1ccccc1	5	0.91
CCCCOC(=O)c1ccc(NC(=S)NC(=O)c2ccco2)cc1	7	0.97
Cc1cc([N+](=O)[O-])ccc1NC(=O)c1cc2ccccc2o1	3	1
O=c1/c(=C\c2ccc(F)cc2)sc2nc(-c3ccc(Cl)cc3Cl)nn12	8	0.96
COc1ccc(S(=O)(=O)N(CC(=O)Nc2ccc(Br)cc2)c2ccc(C)cc2)cc1OC	17	0.68*
C=CCNC(=O)C(=O)Nc1ccc(C)cc1	-6	0.97
CS(=O)(=O)N1CCN(C(=O)Cc2ccccc2)CC1	8	0.77*
COc1ccc(C2OCC3(CO2)SC2=NCN(C)CN2C3=O)cc1OC (stereo not drawn)	-1	1.1
COc1ccc(NS(=O)(=O)c2cccs2)cc1OC	4	1
CS(=O)(=O)N(Cc1ccc(C(=O)Nc2ccc(Oc3ccccc3)cc2)cc1)c1ccccc1	-5	0.97
COc1ccc(C2=NN(C(=O)CCC(=O)O)C(c3ccc(OC)c(OC)c3)C2)cc1 (stereo not drawn)	0	1
CC(C)(C)OC(=O)NC(Cc1ccccc1)C(=O)O (stereo not drawn)	1	1.1
COc1ccc(C(=O)NC(NC(=S)Nc2sc3c(c2C(N)=O)CCCC3)C(Cl)(Cl)Cl)cc1 (stereo not drawn)	3	1
FC(F)(F)c1ccc(C2Nc3cccc4cccc(c34)N2)cc1	5	0.89
CC(N=C(NS(=O)(=O)c1ccc(Cl)cc1)c1ccccc1)C(=O)O (stereo not drawn)	-2	1
O=c1oc2c(CN3CCOCC3)c(O)ccc2cc1-c1nc2ccccc2s1	9	1
Brc1ccccc1-c1nc2ccccc2[nH]1	0	0.97
O=C(NCc1ccc(F)cc1)c1ccccc1Br	8	1
COc1ccc(OC)c(S(=O)(=O)n2cnc3cc(C)c(C)cc32)c1	16	0.89
Cc1cc(-c2ccccc2)nc2cc(C(=O)N3CCCc4ccccc43)nn12	9	0.85
CC1CCN(c2ccc([N+](=O)[O-])c(SCCO)c2)CC1	12	0.61*
Cc1c(NC(=O)c2ccc(CSc3ccc(Cl)cc3)cc2)c(=O)n(-c2ccccc2)n1C	-2	0.93
O=P(c1ccccc1)(c1ccccc1)c1ccccc1O	-4	0.99
CC(CNC(=O)c1cccs1)c1ccccc1 (stereo not drawn)	-2	0.99
Cc1cccc(/C=C2/SC(=S)N(Cc3ccccc3)C2=O)c1	12	1
CC1(C)CC(=O)C2=C(C1)N(c1ccccc1)C1=C(C2)C(=O)CC(C)(C)C1	-8	0.95
CS(=O)(=O)N(CC(=O)N1CCOCC1)c1ccccc1Br	-3	0.95
CCOc1ccc2oc(-c3ccccc3)c(C(=O)O)c2c1	9	0.96
N#CC1=C(N)OC2=C(C(=O)CCC2)C1c1ccc2c(c1)OCO2 (stereo not drawn)	3	0.93
O=C(CCc1ccccc1)Nc1cccc(Cl)c1	12	0.93
NC1=NC(=O)/C(=C\c2ccccc2Cl)S1	8	1.1
O=C(Cc1ccc(Cl)cc1)Nc1ccc(Cl)cc1C(=O)O	5	1
CCOc1ccccc1NC(=O)CN(c1ccc(C)cc1)S(C)(=O)=O	9	0.97
O=C(NC(=S)N1CCCc2ccccc21)c1ccc([N+](=O)[O-])cc1	2	1
O=C1NN(c2ccccc2)C(=O)/C1=C/c1c(Cl)cccc1Cl	8	0.91
Cc1nn(C(=O)CN2C(=O)c3ccccc3C2=O)c(C)c1Br	18	1.1
C/C(=N/N=C1\NC(=O)C(CC(=O)Nc2ccccc2C)S1)c1ccco1 (stereo not drawn)	9	1.1
Cn1c(-c2ccco2)nc2c3ccccc3ccc21	3	0.96
COc1cc(-c2noc(-c3ccc(C)cc3)n2)cc(OC)c1OC	16	1
COCCCNC(=O)CN(c1ccc(Cl)cc1)S(=O)(=O)c1ccccc1	-2	0.99
COc1cc(C(=O)Nc2cc(Cl)ccc2C)c([N+](=O)[O-])cc1OC	5	0.99
COc1ccc(C2CC(C(F)(F)F)n3nc(C(=O)N4CCSCC4)cc3N2)cc1 (stereo not drawn)	11	1
Cn1c(-c2ccc(C=O)s2)nc2c3ccccc3c3ccccc3c21	0	1
Cc1ccccc1NC(=O)c1c(N)sc2c1CCCC2	-4	0.92
CCc1c(C#N)c(N)[nH]c(=S)c1C#N	6	1
CCOC(=O)c1[nH]c(=O)[nH]c1CSc1nnc(C)c(=O)[nH]1	-6	1
COc1ccc(CCNC(=O)C(=O)NCc2ccncc2)cc1	5	0.96
Cc1c(OCC(=O)C(C)(C)C)ccc2c1oc(=O)c1ccccc12	6	0.89
CCOc1ccccc1N(CC(=O)N1CCCC1)S(=O)(=O)c1ccccc1	-2	1
CCC(=O)c1ccccc1NN1c2ccccc2C(=O)C1(C)OC (stereo not drawn)	0	1
COc1ccc(C(=O)/C=C/Nc2ccccc2NS(=O)(=O)c2ccc([N+](=O)[O-])cc2)cc1OC	5	0.97
O=C(O)C(Cc1ccccc1)N1C(=O)/C(=C/c2cccc(Br)c2)SC1=S (stereo not drawn)	33	0.88
Cc1cnc2cc(Cl)c(Cl)cc2n1	2	1.1
COc1cc(NC(=O)c2cc3nc(-c4ccc5c(c4)OCO5)cc(C(F)(F)F)n3n2)c(OC)cc1Cl	10	1.1
O=C(N/N=C\c1ccc(Br)s1)Nc1ccccc1	9	0.9
NS(=O)(=O)c1ccc(N=Cc2ccccc2)cc1	1	1.1
COc1ccc(CNC(=O)C(=O)Nc2ccc(Br)cc2)cc1	15	1.1
C=CCN1C(=O)/C(=C\c2ccc(OCCOc3cccc(OC)c3)cc2)SC1=S	6	1
COc1ccc(/C=C2N=C(/C=C/c3ccccc3)OC/2=O)cc1	15	0.72*
O=C(CN(c1ccccc1)S(=O)(=O)c1ccccc1[N+](=O)[O-])Nc1cccc(Cl)c1	-6	1

Reformatted comma-delimited: part of the list above.
Compound,NS3h inh CB,Cy5 interf NS3h
Cc1nn(C(=O)CN2C(=O)c3ccccc3C2=O)c(C)c1Br,18,1.1
COc1ccc(CCN2C(=O)CC(Cc3cccc(C)c3)C2=O)cc1OC (stereo not drawn),8,1
CC1CCN(c2ccc([N+](=O)[O-])c(SCCO)c2)CC1,12,0.61*

Remaining list, next part
SMILES	NS3h inh CB	Cy5 interf NS3h
O=c1c(C=C(O)c2ccc([N+](=O)[O-])cc2)nc2ccccc2n1-c1ccccc1	14	1.1
CCOC(=O)c1ccccc1NC(=O)CN(c1ccc(C)cc1)S(=O)(=O)c1ccc(OCC)cc1	6	1.1
COc1cccc(OCCOCCOc2cccc(OC)c2)c1	7	0.93
CCOc1ccc(N(CC(=O)Nc2cccc(OC)c2)S(=O)(=O)c2ccc(SC)cc2)cc1	6	0.97
Cc1cccc2sc(NC(=O)/C=C\C(=O)O)nc12	-3	0.99
COC(=O)c1ccccc1NS(=O)(=O)c1cccs1	2	1
Cc1ccc(-c2c(C#N)c(N)nc3c2CCCC3)s1	4	1
CCOCCOC(=O)c1ccc(NC(=O)c2ccco2)cc1	2	1
Cc1cccc2c(N=NC(=O)COc3cccc(Br)c3)c(O)n(C)c12	3	1
O=C(CC1S/C(=N/N=C\c2cccs2)NC1=O)Nc1ccc(Cl)cc1Cl (stereo not drawn)	4	1.1
Cc1cc(NC(=O)c2cc3n(n2)C(C(F)(F)F)CC(c2ccc(Cl)c(Cl)c2)N3)no1 (stereo not drawn)	15	1
O=C(O)COc1ccccc1C=C1C(=O)NC(=O)N(c2ccccc2F)C1=O	0	0.9
O=C(O)c1cccc(N2C(=O)C3C4C=CC(C4=C(c4ccccc4)c4ccccc4)C3C2=O)c1 (stereo not drawn)	13	0.88
COC(=O)C(NC(=O)C12CC3CC(CC(C3)C1)C2)C(C)C (stereo not drawn)	-6	0.92
Cc1ccc(-c2nc3ccc(Cl)cc3o2)cc1NC(=O)c1ccccc1F	32	0.96
Cc1ccc(N2C(=O)CC(NCc3ccco3)C2=O)cc1 (stereo not drawn)	2	1
CCOC(=O)C(C(=O)OCC)C(CC(=O)c1ccccc1)c1ccccc1 (stereo not drawn)	5	0.97
O=C(Nc1ccc(F)c([N+](=O)[O-])c1)c1cc(I)ccc1Cl	5	0.98
CCOc1ccccc1/C=C(/NC(=O)c1ccccc1)C(=O)N(CC)CC	1	1
Cc1oc2ccc(OC(=O)c3cccs3)cc2c1C(=O)OC(C)C	12	0.95
O=C1C(Cl)=CC(=NS(=O)(=O)c2ccc(Cl)cc2)c2ccccc21	-4	0.87
Cc1cccc(C(=O)Nc2ccc(Cl)cc2C)c1	17	1.1
O=[N+]([O-])c1cccc(S(=O)(=O)Nc2ccc(Nc3ccccc3)cc2)c1	23	0.99
O=C(Nc1ccccc1)c1ccc(-c2ccccc2)cc1	2	1.2*
O=C1OC(c2ccc(F)cc2)=N/C1=C\c1ccc(Cl)cc1	0	1.1
O=C(CSc1ncc(-c2ccccc2)[nH]1)Nc1ccc(F)cc1	-2	0.78*
C(=NN1CCN(Cc2ccccc2)CC1)c1cccc(Oc2ccccc2)c1	-5	1
O=C(CSc1cccc2cccnc12)Nc1ccc(/C=C/c2ccccc2)cc1	-8	1.1
Nc1cc(S(=O)(=O)Nc2ccccc2)ccc1Cl	5	0.89
COc1ccccc1-c1cc(-c2ccccc2)nc(SC)c1C#N	11	1

Reformatted: entries from further up
SMILES | NS3h inh CB | Cy5 interf NS3h
O=C1OC(c2ccc(F)cc2)=N/C1=C\c1ccc(Cl)cc1 | 0 | 1.1
O=C(CSc1ncc(-c2ccccc2)[nH]1)Nc1ccc(F)cc1 | -2 | 0.78*
C(=NN1CCN(Cc2ccccc2)CC1)c1cccc(Oc2ccccc2)c1 | -5 | 1
O=C(CSc1cccc2cccnc12)Nc1ccc(/C=C/c2ccccc2)cc1 | -8 | 1.1

Continuation.
SMILES	NS3h inh CB	Cy5 interf NS3h
COc1ccccc1NC(=O)CSc1nsc(SCC(=O)Nc2ccccc2OC)n1	1	0.9
O=C(CSCc1ccccc1)Nc1ccccc1Br	-11	0.98
COCC(COCCCN=C1NS(=O)(=O)c2ccccc21)OC (stereo not drawn)	1	1.1
O=C(c1cn(-c2ccccc2)nc1-c1ccccc1)N1CCCCC1	9	0.9
CCOc1cc(OCC)cc(C(=O)Nc2c(C)cccc2C)c1	6	1
Cc1c(C)c2ccc(OCC(=O)C(C)(C)C)c(C)c2oc1=O	7	0.91
COc1ccc(C(=O)N/C(=C\c2ccc(-c3cccc([N+](=O)[O-])c3)o2)C(=O)NCCCN2CCOCC2)cc1	11	0.77*
COc1ccc(/C=C2/C(C)=C(C#N)c3nc(N)c(C#N)c(C)c32)cc1Br	14	0.96
COc1ccc(CN=CC2=C(O)CNC2=O)cc1	-1	1.1
CC(C)CC(=O)Nc1ncc2c(n1)CC(C)(C)CC2=O	-1	1
COc1cccc(-n2sc3c(c2=S)-c2cc(Cl)ccc2NC3(C)C)c1	16	0.93
CCOc1ccc(S(=O)(=O)N(CC(=O)Nc2ccc(Cl)cc2)c2ccc(C)cc2)cc1	-1	1
COc1ccc(/C=C2/NC(=S)NC2=O)cc1OCc1ccccc1	-17	1
O=C(/C=C/c1cn(-c2ccccc2)nc1-c1ccccc1)N1CCOCC1	24	0.87
COC(=O)C1=C(C)NC(C)=C(C(=O)OC)C1c1cn(-c2ccccc2)nc1-c1ccc(S(=O)(=O)N(C)C)cc1	8	0.92
Cc1cc(C)c(C(O)=Cc2nc3ccccc3[nH]c2=O)c(C)c1	6	1.1
COc1ccc(OC)c(/C=C/C(=O)Oc2cc(C)cc(C)c2)c1	8	0.98
